# Screens from PubChem BioAssay.
# FXIIa single – inhibitors of human coagulation factor XIIa; inhibition, % at 10 µM; purified human FXIIa, AMC substrate fluorescence, 2 h; AID 701; P00748; 33,000 compounds, 0.2% hits; in the data active means inhibition above about 30%;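 further: 0% = enzyme with vehicle only and 100% = no enzyme blank; many of its hits are not listed in these tables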
# Target sequence (P00748 20-372 limits assumed): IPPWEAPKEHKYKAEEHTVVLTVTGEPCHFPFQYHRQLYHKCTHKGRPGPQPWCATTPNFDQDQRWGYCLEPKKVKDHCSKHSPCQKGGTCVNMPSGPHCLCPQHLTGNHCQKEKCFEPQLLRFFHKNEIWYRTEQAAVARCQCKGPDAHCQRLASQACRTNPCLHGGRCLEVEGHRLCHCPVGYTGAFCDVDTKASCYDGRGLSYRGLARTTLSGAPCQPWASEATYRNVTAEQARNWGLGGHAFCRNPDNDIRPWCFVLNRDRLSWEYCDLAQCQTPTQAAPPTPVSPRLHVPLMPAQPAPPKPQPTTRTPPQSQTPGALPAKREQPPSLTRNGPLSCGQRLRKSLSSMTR
# Target sequence (P00748 373-615 limits assumed): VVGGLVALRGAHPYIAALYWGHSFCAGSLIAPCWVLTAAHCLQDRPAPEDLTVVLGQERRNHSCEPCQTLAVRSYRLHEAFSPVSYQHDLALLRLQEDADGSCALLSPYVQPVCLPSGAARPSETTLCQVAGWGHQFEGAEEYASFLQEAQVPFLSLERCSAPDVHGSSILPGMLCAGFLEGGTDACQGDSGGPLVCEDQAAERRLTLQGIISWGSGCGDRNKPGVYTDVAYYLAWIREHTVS
# FXIa inh – inhibitors of human coagulation factor XIa; P03951; purified human FXIa, fluorogenic AMC substrate cleavage; inhibition, % at 10 µM; 33,000 compounds, 0.3% hits; AID 687;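 active means inhibition above 40% in the primary screen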;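 further: 0% = enzyme without compound and 100% = blank wells lacking enzyme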
# Starred values were filed as active, the others as inactive. This is a subset; count on the stated rates, not on these rows.
# Below each SMILES: FXIa inh	FXIIa single
Cc1nnc(C)c2c(C)n(C(c3ccccc3)c3ccccc3)c(C)c12
    -1	9
COc1cccc2cc(C(=O)Nc3cccnc3N3CCOCC3)c(=O)oc12
    8	7
O=C(c1ccc2ccccc2c1)N1CCN(c2ccc(C(F)(F)F)cn2)CC1
    -3	2
O=C(O)c1cc2cc(Cl)cc(Cl)c2oc1=O
    -1	5
CCCC1=C(C(=O)OCC)C(/C=C/c2ccccc2)n2ncnc2N1 (stereo unspecified)
    -11	6
CCOC(=O)C1=C(CSc2nc(C)cc(C)c2C#N)OC(N)=C(C#N)C1c1ccccc1 (stereo unspecified)
    2	4
CC(=O)NCCC(=O)Nc1cc(F)ccc1C
    3	4
CC(=O)Nc1ccc(S(=O)(=O)N2CCSC2c2ccc(Cl)cc2)cc1 (stereo unspecified)
    0	9
O=C1NN(c2ccccc2)C(=O)/C1=C\c1cccn1-c1ccc(Cl)c([N+](=O)[O-])c1
    5	6
Cc1ccc(CN(c2ccc(C(=O)NCc3ccccn3)cc2)S(C)(=O)=O)cc1
    1	13
CC(C)Oc1ccc(/C(O)=C2/C(=O)C(=O)N(Cc3cccnc3)C2c2ccco2)cc1 (stereo unspecified)
    -10	11
Cc1ccc(S(=O)(=O)N2CC3(C)CN(S(=O)(=O)c4ccc(C)cc4)CC(C)(C2)C3)cc1
    0	7
O=C(N/N=C/C(Cl)=C\c1ccccc1)c1cnccn1
    10	5
CC(=O)NC1(C2CCCCC2=O)CCCCC1 (stereo unspecified)
    2	3
CC(=O)NC(Cc1c[nH]c2ccccc12)C(=O)Nc1ccc2c(c1)OCO2 (stereo unspecified)
    0	6
N#CC1=C(N)Oc2ccccc2C12C(=O)Nc1n[nH]c(-c3ccccc3)c12 (stereo unspecified)
    0	5
Cc1cc(N2CCOCC2)c2c(N)cc(C)c(C)c2n1
    1	-5
O=C1CCCC2=C1C(c1ccncc1)c1c(nc(SCc3ccccc3Cl)[nH]c1=O)N2 (stereo unspecified)
    -1	-1
COc1ccc(-c2nnc(NC(=O)c3ccc(F)cc3)o2)cc1
    2	2
Cc1ccc(-c2cc3nc(-c4ccccc4)cc(N4CCC5(CC4)OCCO5)n3n2)cc1
    -7	-20
CCCC[n+]1ccn(C2=C([O-])c3ccccc3C(=O)/C2=N\S(=O)(=O)c2ccccc2)c1
    6	6
COC(=O)c1c(C)[nH]c(C)c1-c1ccc(C)cc1
    6	8
CCCCNC(=O)CC(C(=O)N1CCc2ccccc21)n1ccnc1 (stereo unspecified)
    3	8
COc1ccccc1Oc1nc(-c2ccccc2)cc(C)c1S(C)(=O)=O
    3	8
NC(=O)C1CCCN(C(=O)NC2CCCCC2)C1 (stereo unspecified)
    0	8
Cc1cc2cc(CN(Cc3cccs3)C(c3nnnn3C(C)(C)C)C(C)C)c3nnnn3c2cc1C (stereo unspecified)
    4	6
O=S(=O)(Nc1ccc2c(c1)OCCO2)c1cccc2nsnc12
    7	6
CC(C)(C)C1(C)OC(C(=O)NC2CCCCC2)C(C(=O)NC2CCCCC2)O1 (stereo unspecified)
    28	-14
O=C(c1ccco1)N1CCN(c2ncnc3c2nnn3Cc2ccccc2Cl)CC1
    -5	4
CCC1(CC)Cc2ccccc2-c2nc(-c3ccccc3)oc(=O)c21
    19	-6
O=C(Nc1ccccc1)c1ccccc1O
    -1	4
CCc1ccc(-c2nn(-c3ccccc3)cc2C2SCC(=O)N2Cc2ccco2)cc1 (stereo unspecified)
    -12	5
O=C(O)Cn1c(C(F)(F)F)nc2ccccc21
    1	-17
Cc1cc(=O)n2ccccc2c1C#N
    -15	-14
CCN1CCN(c2cc(C)c3cc(NC(=O)c4ccc(OC)c(OC)c4)ccc3n2)CC1
    2	6
CC(C)c1ccc(NC(=O)CCNS(=O)(=O)c2cccc3nsnc23)cc1
    0	2
CCOc1ccccc1OCC(=O)Nc1ccc(S(=O)(=O)N(C)C)cc1
    2	0
CCOc1cc(/C=N/O)cc(Cl)c1OC
    -8	0
CCOc1ccc(OCC)c(S(=O)(=O)N2CCC(C)CC2)c1
    1	-6
COc1ccc(Nc2cc(C)nc3ccccc23)cc1
    8	4

# One compound at a time (already shown):
# CCOc1cc(/C=N/O)cc(Cl)c1OC reads FXIa inh: -8; FXIIa single: 0
# O=C(O)Cn1c(C(F)(F)F)nc2ccccc21 reads FXIa inh: 1; FXIIa single: -17

# The list continues.
# Below each SMILES: FXIa inh	FXIIa single
Cc1cc(C)c(S(=O)(=O)NCC(=O)O)cc1C
    1	7
Fc1cccc(Nc2cc(-n3cccn3)ncn2)c1
    1	4
O=c1c(C=NCCCn2ccnc2)c(-c2ccccc2)[nH]n1-c1nc2ccccc2s1
    2	5
N#CCCN(C(=O)CSc1nc(-c2ccccc2)cn1N)c1ccc(F)cc1
    -12	9
COC(=O)Nc1nc2c(C)cccc2s1
    -2	2
Cc1ccc(C)c(OCC(=O)Nc2ccc3c(c2)OCO3)c1C
    1	7
CCc1c(C)sc(NC(=O)c2ccco2)c1C(=O)N1CCOCC1
    -1	-1
O=C(NCc1ccc(F)cc1)C(c1ccccc1)N(CC1CCCO1)C(=O)Cn1nnc2ccccc21 (stereo unspecified)
    2	-15
O=C1CCCCCN1Cc1nnc(SCc2nc3ccccc3s2)n1-c1ccccn1
    1	8
CCC(COC(=O)Nc1cccc(C)c1C)NC(=O)OCC(C)C (stereo unspecified)
    -5	6

# 2 compounds picked at random from the list so far:
# Below each SMILES: FXIa inh	FXIIa single
O=C1CCCC2=C1C(c1ccncc1)c1c(nc(SCc3ccccc3Cl)[nH]c1=O)N2 (stereo unspecified)
    -1	-1
Cc1cc2cc(CN(Cc3cccs3)C(c3nnnn3C(C)(C)C)C(C)C)c3nnnn3c2cc1C (stereo unspecified)
    4	6

# Continued.
# Below each SMILES: FXIa inh	FXIIa single
O=C(CSc1nnc(Cc2ccccc2)o1)Nc1ccc2c(c1)OCO2
    -2	3
O=C(O)C(CC(=O)N1CCOCC1)NCc1ccccc1 (stereo unspecified)
    2	1
O=c1n(S(=O)(=O)c2cccc3cccnc23)c2ccccc2n1S(=O)(=O)c1cccc2cccnc12
    3	8
CCOC(=O)c1c(-c2cccs2)csc1NC(=O)CC(C)C
    19	-12
COc1cc2nc(N3CCNCC3)nc(N)c2cc1OC
    -2	-2
Cc1ccc(C(=O)Nc2oc(-c3ccccc3)cc2C#N)cc1
    -1	7
Nc1ccc2nc(-c3cccs3)[nH]c2c1
    -21	-48
O=C1c2ccccc2C(=O)N1CCCCSc1nnc2c(Cl)cc(Cl)cn12
    4	4
Cc1ccc(NC2CC(=O)N(c3ccc(C)cc3)C2=O)cc1 (stereo unspecified)
    -10	6
CN(C)S(=O)(=O)c1cccc(C(=O)NC2CCCc3ccccc32)c1 (stereo unspecified)
    20	-9
COc1ccc(CCN2C(=O)C(O)=C(C(C)=O)C2c2ccccc2OC)cc1OC (stereo unspecified)
    5	8
Cc1cc(N2C(=O)C(=O)/C(=C(/O)c3ccc(F)cc3)C2c2ccc(F)cc2)no1 (stereo unspecified)
    3	6
Cc1ccc2c(c1)C(C)CC(C)(C)N2C(=O)NC1CCCCC1 (stereo unspecified)
    -4	8
Cc1ccc(NC(=O)CN(C)C(=O)CSc2nc3ccccc3c(=O)n2Cc2ccco2)cc1
    5	5
CCC(SC1=NCCS1)C(=O)Nc1nnc(-c2ccccc2OC)s1 (stereo unspecified)
    3	3
CCOC(=O)c1c(N2CCCCC2)c2ccccc2[nH]c1=O
    2	7
CC(C)OC(=O)Cn1nnc2c(cnn2-c2ccccc2)c1=O
    2	-11
Cc1ccc(Cl)cc1NC(=O)COC(=O)C12CC3CC(CC(C3)C1)C2
    19	-19
CCc1ccccc1N(C(=O)Cn1nnc2ccccc21)C(C(=O)NCCOC)c1ccco1 (stereo unspecified)
    -2	3
Cc1cc(NS(=O)(=O)c2ccc(Nc3nc(-c4sc(NC(=O)c5ccccc5)nc4C)cs3)cc2)no1
    6	2
Cc1cc(Oc2ccc(C#N)cc2)nc(N2CCOCC2)n1
    3	-14
COC(=O)c1ccc(C(=O)OC)c(NC(=O)CSc2ccccn2)c1
    -7	9
Cn1c2c(c(=O)n(C)c1=O)C1c3cc(Cl)ccc3OCC1CO2 (stereo unspecified)
    -6	-4
CCSc1nnc(NC(=O)COc2ccc3ccccc3c2)s1
    1	4
COc1cccc(C(=O)N(Cc2ccccc2)Cc2cc3cc4c(cc3[nH]c2=O)OCCO4)c1
    47*	4
Cc1nc2sc3c(c2c(=O)o1)CC(C)(C)OC3
    5	5
Cc1ccc(C)c(S(=O)(=O)N2CC(=O)Nc3ccccc32)c1
    4	6
CCCn1c2ccccc2c2nnc(SC(CC)C(=O)Nc3cc(C)on3)nc21 (stereo unspecified)
    1	-13
Cc1c(Nc2ncnc3c2cnn3-c2ccccc2)c(=O)n(-c2ccccc2)n1C
    -7	4
Cc1ccc(S(=O)(=O)CCC(=O)Nc2nc3c(s2)CCCC3)cc1
    -6	10
COc1cccc(N(CC(=O)N2CCN(c3ccccc3OC)CC2)S(C)(=O)=O)c1
    -6	6
CCCc1[nH]c(=O)c(C#N)c2c1COC(C)(C)C2
    -3	-1
Cc1ccc(C)c(S(=O)(=O)Nc2ccc3sc(C)nc3c2)c1
    -1	11
N#Cc1c(-c2ccc(F)cc2)nc2n(c1=O)CCS2
    11	5
O=C1C=C(Nc2ccc(O)cc2)CC(c2ccco2)C1 (stereo unspecified)
    0	7
CCOC(=O)Cc1c(C)c2c(C)nn(-c3ccccc3)c2oc1=O
    -9	16
Cc1cccc(OCCc2nnc(N)s2)c1C
    0	8
Cc1ccc(-n2nc3cc(Cl)c(NC(=O)c4ccco4)cc3n2)cc1
    6	4
Cc1nc(NCCN2CCOCC2)c2oc3ccccc3c2n1
    -1	6
NS(=O)(=O)c1cc2c(cc1Cl)NC(C(Cl)Cl)NS2(=O)=O (stereo unspecified)
    3	4
O=C(/C=C/c1ccccc1)CC(O)(c1ccccc1)C(F)(F)C(F)F (stereo unspecified)
    -7	6
CCNc1nc(N)c(C(=O)c2ccc(Cl)s2)s1
    -3	4
S=C(c1ccc2c(c1)OCO2)N1CCCCC1
    -5	12
COc1ccc(C(=O)NCc2nnc(SCC(=O)N3CCC(C)CC3)o2)cc1OC
    1	4
COc1ccc(OCCc2nnc(N)s2)cc1
    -13	2
Cc1cc(C)c(C)c(S(=O)(=O)N2CCN(C(=O)c3cc(=O)[nH]c4ccccc34)CC2)c1C
    -9	8
O=C(NCc1ccccc1)c1cnc(-c2ccccn2)nc1C(F)(F)F
    4	0
CCC(=O)Nc1nc2c(s1)COc1ccccc1-2
    0	2
CN(C)CCCNCCCCNC(=O)/C=N/O
    -9	5
CCCn1nnnc1SCC(=O)c1ccc(NC(C)=O)cc1
    2	-20

# Other compounds
# Below each SMILES: FXIa inh	FXIIa single
O=C(Nc1ccc2nn(-c3ccccc3)nc2c1)c1ccco1
    -4	-4
Cc1cc(C)n(CC(O)Cn2c3ccc(Cl)cc3c3cc(Cl)ccc32)c(=O)n1 (stereo unspecified)
    3	8
CN(C)Cc1c(O)ccc2occ(C(O)c3ccccc3)c12 (stereo unspecified)
    4	4
NC(=O)c1cc[n+](CC2=C(C(=O)O)N3C(=O)[C@@H](NC(=O)C(c4ccccc4)S(=O)(=O)[O-])[C@H]3SC2)cc1 (stereo partly specified)
    -11	-9
CC(C)(C)NC(=O)c1ccnc(C(C)(C)C)c1
    -4	-5
Cc1sc2nc(C(C)(C)C)oc(=O)c2c1C
    9	5
CC(C)n1c(N2CCN(C(=O)Nc3ccc(F)cc3F)CC2)nc2ccccc21
    -14	5
N#Cc1ccc2ccn(CC(=O)NCc3ccco3)c2c1
    1	3
O=C(Nc1ccccn1)C1COc2ccccc2O1 (stereo unspecified)
    -5	-13
C=CCn1c(O)c(C(CC)=Nc2ccccc2NC(=O)CC)c(=O)[nH]c1=O
    2	8
Cc1sc2ncnc(N(C)Cc3cccs3)c2c1C
    5	4
CC(Nc1nc(N2CCCC2)nc2ccccc12)c1ccccc1 (stereo unspecified)
    -1	3
COc1cc(S(=O)(=O)NCc2cccnc2)ccc1F
    11	2
Cc1ccn(C(CC(=O)c2ccc(Br)cc2)C(=O)O)n1 (stereo unspecified)
    16	-13
O=C(C(NS(=O)(=O)c1cccc2nsnc12)c1ccccc1)N1CCN(c2ccccc2)CC1 (stereo unspecified)
    5	3

# Among those listed so far, 14 contain an aryl methoxy group:
# Below each SMILES: FXIa inh	FXIIa single
COc1cccc2cc(C(=O)Nc3cccnc3N3CCOCC3)c(=O)oc12
    8	7
COc1ccc(-c2nnc(NC(=O)c3ccc(F)cc3)o2)cc1
    2	2
COc1ccccc1Oc1nc(-c2ccccc2)cc(C)c1S(C)(=O)=O
    3	8
CCN1CCN(c2cc(C)c3cc(NC(=O)c4ccc(OC)c(OC)c4)ccc3n2)CC1
    2	6
CCOc1cc(/C=N/O)cc(Cl)c1OC
    -8	0
COc1ccc(Nc2cc(C)nc3ccccc23)cc1
    8	4
COc1cc2nc(N3CCNCC3)nc(N)c2cc1OC
    -2	-2
COc1ccc(CCN2C(=O)C(O)=C(C(C)=O)C2c2ccccc2OC)cc1OC (stereo unspecified)
    5	8
CCC(SC1=NCCS1)C(=O)Nc1nnc(-c2ccccc2OC)s1 (stereo unspecified)
    3	3
COc1cccc(C(=O)N(Cc2ccccc2)Cc2cc3cc4c(cc3[nH]c2=O)OCCO4)c1
    47*	4
COc1cccc(N(CC(=O)N2CCN(c3ccccc3OC)CC2)S(C)(=O)=O)c1
    -6	6
COc1ccc(C(=O)NCc2nnc(SCC(=O)N3CCC(C)CC3)o2)cc1OC
    1	4
COc1ccc(OCCc2nnc(N)s2)cc1
    -13	2
COc1cc(S(=O)(=O)NCc2cccnc2)ccc1F
    11	2
